TCR act = Activators of T cell receptors: qHTS campaign | AID 504894, 2011 | Potency, µM (highest dose often 9.22 µM), inactives show at the highest dose activation of IL-2 secretion, actives largely listed as activators | primary human leukocytes, anti-CD3, IL-2 HTRF, 48 h | 330,000 tested, under 10 active; note: % of control where 0% means no effect
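IL-2 produced over 48 hr by a-CD3 bead-stimulated primary human leukocytes exposed to compounds was detected with a homogeneous time-resolved FRET immunoassay, 665nm acceptor signal after 320nm excitation.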
ASM inhibitor = Inhibitors of Secretory Acid Sphingomyelinase (S-ASM): qHTS; placental ASM, HMU-PC fluorogenic substrate, 60 min; Potency, µM (titrated, usually from 57.5 µM), inactives show at the top dose activity change, negative = inhibition, actives largely listed as inhibitors; 340,000 compounds, 0.006% hits; AID 504937, 2011; note: potency is the fitted concentration of half-maximal effect
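qHTS format. ASM enzyme prepared from human placenta hydrolyses the fluorogenic substrate HMU-PC0 (9 uM final) over 60 min at 37 °C after a 10 min compound preincubation.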
Mito fusion act = qHTS Assay for Small Molecule Inhibitors of Mitochondrial Division or Activators of Mitochondrial Fusion; S. cerevisiae fusion-defective mutant growth rescue, CellTiterGlo 48 h; Potency, µM (series often up to 46.1 µM), for inactives: top-dose growth rescue (activation), hits mostly activators; 320,000 compounds, 0.23% hits; AID 485298, 2010;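 note: potency is the fitted concentration of half-maximal effect; % of control where 0% means no effect; nearly all actives have a fitted effect of over 45% in size; temperature-sensitive fusion mutants such as fzo1-1 at 37 °C on non-fermentable ethanol glycerol medium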
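Compounds are tested for their ability to restore growth of mitochondrial fusion-defective yeast strains at non-permissive 37C in YPEG medium over 48 hours. Viability is quantified by luciferase luminescence.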
AT treatment = qHTS Assay for Identifying a Potential Treatment of Ataxia-Telangiectasia; AID 485349, 2010; […] A-T fibroblasts, KAP-1 phosphorylation AlphaLISA; neocarzinostatin DNA damage 30 min before lysis; 320,000 compounds, 0.19% hits; Potency, µM (top dose mostly 57.5 µM), for inactives: top-dose activation, hits mostly activators; note: potency is the fitted concentration of half-maximal effect; % of control where 0% means no effect; nearly all actives have a fitted effect of over 45% in size
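hTERT-immortalized A-T patient fibroblasts ([…]), 500 cells/well in OPTI-MEM, 1% FBS, got compounds for 60 min, then NCS for 30 min at 37C. Lysates were then assayed for phospho-KAP-1 by AlphaLISA (anti-pKAP1 donor, anti-KAP1 acceptor beads), 6 hr at 25C.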
Integrin act MD = qHTS for Activators of Integrin-Mediated Alleviation for Muscular Dystrophy; 350,000 compounds, 0.064% hits; alpha7betagal myoblasts, beta-gal FDG fluorescence, 48 h; AID 624291, 2012; Potency, µM (highest dose often 38.3 µM), for the others: top-dose activation, usual class: activators;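 note: potency is the fitted concentration of half-maximal effect; 100% = response of the positive control SU9516; nearly all actives have a fitted effect of over 60% in size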
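Alpha7betagal+/- myoblasts (passage 13) were plated 16-24 hr, then exposed to compounds (1:260 dilution of DMSO stock) for 48 hours at 37C. After MPER lysis, β-galactosidase reporter activity was read as FDG fluorescence (ex 480/em 540) after 30 minutes.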
Menin MLL FP TR = qHTS Assay for Inhibitors Targeting the Menin-MLL Interaction in MLL Related Leukemias: Competition With Texas Red Labeled MLL-derived Mutant Peptide. O00255. Menin + Texas Red MLL mutant peptide, fluorescence polarization. Potency, µM (doses to about 61.6 µM), inactives show at the highest dose FP activity change, negative = inhibition, hits mostly inhibitors. 270,000 compounds, 0.23% hits. AID 1768, 2009; active = well fitted inhibition curve with a large enough effect in the polarisation, with a control signal flat, not every such curve was filed as active; inconclusive = small, poorly fitted or top-dose-only effect, or effect the other way, or a change in a side signal; inactive = no such curve, though single readings can be large or run the other way; the % refers to the polarisation; note: potency is the fitted concentration of half-maximal effect; % of control where 0% means no effect; many of its hits are not listed in these tables
MBNL1-CUG inh = qHTS Assay for Inhibitors of MBNL1-poly(CUG) RNA binding; Muscleblind-like protein 1 (Homo sapiens), Q9NR56; TR-FRET MBNL1-His/biotin-(CUG)12 binding, 665/545 ratio; Potency, µM (doses to about 57.5 µM), for the others: at the highest dose activity change, negative = inhibition, most hits filed as inhibitors; 280,000 compounds, 0.036% hits; AID 2675, 2010; active = well fitted inhibition curve with a large enough effect in the signal ratio, with a control signal flat, not every such curve was filed as active; inconclusive = small, poorly fitted or top-dose-only effect, or effect the other way, or a change in a side signal; inactive = no such curve, though single readings can be large or run the other way; the % refers to the signal ratio; note: potency is the fitted concentration of half-maximal effect; % is set by controls: 0 for no effect and ±100 for the full control effect
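His-tagged MBNL1 binding to biotinylated (CUG)12 RNA was measured by TR-FRET using terbium anti-His antibody (0.055 ng/ul final) and streptavidin-XL665 (5 nM final). Compounds were titrated 92 nM to 58 uM; 60 min at room temperature.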
PTAP TSG101 blk = qHTS Assay for Iinhibitors of HIV-1 Budding by Blocking the Interaction of PTAP/TSG101 | Tumor susceptibility gene 101 protein (Homo sapiens), Q99816 | Fluorescence polarization, FITC-PTAP peptide / Tsg101 binding | Potency, µM (top dose mostly 115 µM), for inactives: top-dose activity change, negative = inhibition, hits mostly inhibitors | 340,000 tested, under 10 active; active = well fitted inhibition curve with a large enough effect in the main read-out, with a control signal flat, not every such curve was filed as active; inconclusive = small, poorly fitted or top-dose-only effect, or effect the other way, or a change in a side signal; inactive = no such curve, though single readings can be large or run the other way; note: potency is the fitted concentration of half-maximal effect; % of control where 0% means no effect
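Fluorescence anisotropy tracks displacement of a FITC-tagged PTAP peptide (50 nM) from the Tsg101 binding domain (10 uM), following a 20 min room-temperature incubation at pH 7.5.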
TSHR antag = Antagonists of the Thyroid Stimulating Hormone Receptor: HTS campaign | activity change, negative = inhibition, % at 11.5 µM | 330,000 compounds, 0.2% hits | TSHR-expressing cells, TSH-stimulated cAMP HTRF, 2 h; hits give low values | AID 504810, 2011;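 active = activity change below a set negative limit, meaning inhibition stronger than a set level, cut at about -70% in these data; inconclusive = activity change between two set negative limits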; note: % is set by controls: 0 for no effect and ±100 for the full control effect
Target sequence (P16473 whole entry, looked up): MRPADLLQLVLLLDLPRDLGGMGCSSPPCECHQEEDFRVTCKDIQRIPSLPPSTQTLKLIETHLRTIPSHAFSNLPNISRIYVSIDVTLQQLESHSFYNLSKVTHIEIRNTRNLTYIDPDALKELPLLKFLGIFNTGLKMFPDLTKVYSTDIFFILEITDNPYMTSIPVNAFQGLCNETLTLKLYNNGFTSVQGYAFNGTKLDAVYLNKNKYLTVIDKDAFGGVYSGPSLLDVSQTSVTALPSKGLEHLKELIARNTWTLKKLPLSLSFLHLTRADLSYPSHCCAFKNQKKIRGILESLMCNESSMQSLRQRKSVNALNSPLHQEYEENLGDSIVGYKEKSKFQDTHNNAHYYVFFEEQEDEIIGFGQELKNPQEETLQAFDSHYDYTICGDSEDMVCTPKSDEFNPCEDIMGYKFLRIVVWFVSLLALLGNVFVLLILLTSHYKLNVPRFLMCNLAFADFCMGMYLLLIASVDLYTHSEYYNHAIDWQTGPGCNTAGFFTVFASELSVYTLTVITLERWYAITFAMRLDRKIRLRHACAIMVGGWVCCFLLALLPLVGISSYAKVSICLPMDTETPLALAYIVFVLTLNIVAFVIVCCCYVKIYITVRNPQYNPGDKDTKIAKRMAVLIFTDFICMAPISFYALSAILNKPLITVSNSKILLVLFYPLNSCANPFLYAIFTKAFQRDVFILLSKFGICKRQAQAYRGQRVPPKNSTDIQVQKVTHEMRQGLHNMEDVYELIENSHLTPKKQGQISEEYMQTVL
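Inhibition of cAMP made by TSHR-expressing cells under TSH stimulation (4nM final, EC80; 2 h, 37 deg C) is quantified with a one-step lysis HTRF kit, anti-cAMP cryptate versus cAMP-d2.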
CXXC DNA block = qHTS Fluorescence Polarization Assay for Inhibitors of MLL CXXC domain - DNA interaction | Potency, µM (highest dose often 115 µM), for the others: at the highest dose activity change, negative = inhibition, hits mostly inhibitors | 290,000 compounds, 0.037% hits | MLL-CXXC / FITC-HOXA9 DNA fluorescence polarization | AID 2662, 2010 | Histone-lysine N-methyltransferase 2A (Homo sapiens), Q03164; active = well fitted inhibition curve with a large enough effect in the polarisation, with a control signal flat, not every such curve was filed as active; inconclusive = small, poorly fitted or top-dose-only effect, or effect the other way, or a change in a side signal; inactive = no such curve, though single readings can be large or run the other way; the % refers to the polarisation; note: potency is the fitted concentration of half-maximal effect
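Purified MLL-CXXC (added from a 7 uM solution) was preincubated 5 min at ambient with pinned compounds in 50 mM Tris-HCl pH 7.5, 50 mM NaCl, 1 mM DTT, 0.05% BSA. Fluorescein-labeled HOX-A9 DNA (50 nM solution) followed, 30 min, then polarization read.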
* = called active by the depositor; ? = inconclusive; nt = not tested or not shown; & = joins results of further samples; [ ] = another dose, or the depositor's remark. Unless noted, calls come from the whole dose curve; as a rule, active = well fitted curve in the direction sought with a large enough effect; inconclusive = small, poorly fitted or top-dose-only effect, or another doubt; inactive = no such curve, though single readings can be large; an effect the other way counts as inactive or inconclusive. The list is partial; the hit share may differ from the screen's.

SMILES,TCR act,ASM inhibitor,Mito fusion act,AT treatment,Integrin act MD,Menin MLL FP TR,MBNL1-CUG inh,PTAP TSG101 blk,TSHR antag,CXXC DNA block
Cc1ccc(CNc2ncnc(N)c2[N+](=O)[O-])cc1,-8.3%,-1.1%,-0.2%,0.1%,10µM*,5.1%,15.5%,-2.8%,-0.3,9.9%
CC(C)N(C(=O)c1ccc(-c2ccccc2F)cc1)C(C)C,1.4%,-1.6%,-5.5%,7.8%,3.5%,nt,nt,-6.8%,7.1,3.2%
CCOc1ccc(-n2c(O)c(/C=N/Nc3nc(C)cc(C)n3)c3ccccc3c2=O)cc1,-3.4%,10.9%,14.9%,7.7%,10.9%,?,10.2%,0.1%,14.6,20.7%
Cc1ccc2nc(-c3ccc4c(c3)OCCO4)cc(C(=O)O)c2c1,7.6%,18.7%,0.2%,-1.1%,1.0%,-3.9%,?,2.9%,-7.5,-4.5%
COc1ccc(S(=O)(=O)NC(C)C(=O)NCc2cccnc2)cc1C (centres undefined),4.6%,5.6%,-2.1%,-3.7%,11.3%,nt,nt,-5.7%,8.1,nt
CC(=O)c1ccc(NC(=O)c2ccc(CNc3c(N4CCCC4)c(=O)c3=O)cc2)cc1,0.8%,-2.1%,1.2%,-9.3%,22.3%,nt,nt,-0.4%,-7.2,-4.1%
O=C(NCCCN1CCN(Cc2ccccc2)CC1)c1nnc(Cc2c(F)cccc2Cl)o1,-8.4%,0.1%,-2.4%,-7.6%,4.6%[7.66 µM],-1.4%,-10.4%,-1.2%,-7.7,2.6%
CCOc1ccc(NC(=O)CN(c2cc(C)cc(C)c2)S(=O)(=O)c2c(C)noc2C)cc1,-4.8%[46.1 µM],-7.7%,-0.9%,-2.0%,-0.2%,4.9%,3.6%,-3.1%,-5.1,14.4%
CC(C)C(=O)Nc1ncc(C(F)(F)F)cc1Cl,nt,2.0%,-2.3%,-0.7%,23.2%,-5.9%,-6.2%,-10.7%,0.9,1.1%
CCN1C(=O)N[C@@H](c2ccco2)C(C(=O)OC)=C1C,-3.5%,0.4%,nt,nt,5.2%,0.6%[11.7 µM],nt,-5.1%,nt,nt
Cc1nnc(SCC(=O)c2c(N)n(C3CC3)c(=O)[nH]c2=O)n1-c1ccccc1,0.7%,4.5%,2.0%,-1.3%,-23.9%,nt,nt,-2.6%,-6.6,nt
CCOC(=O)CSc1nc2c(sc(=S)n2CCc2ccccc2)c(=O)n1Cc1ccco1,-8.1%,-9.1%,-1.5%,-1.4%,-53.1%[inhibitor],-1.0%,125.8%[activator],-6.7%,0.0,-2.9%
Cc1noc(NS(=O)(=O)c2ccc(N/C=C\C(=O)c3cccs3)cc2)c1C,1.9%,14.1%,-4.7%,-2.4%,22.3%,?,?,-0.6%,3.8,-5.8%
Cc1csc(NC(=O)CSc2nnc(-c3ccoc3C)o2)n1,1.0%,3.8%,28.0%,-8.9%,-32.2%,4.5%,-3.4%,-8.7%,-1.0,-1.3%
O=C(c1ccc(Oc2ccc(C(F)(F)F)cn2)cc1)N1CCN(c2ccccc2)CC1,-6.2%,2.2%,0.9%,-1.2%,18.1%[7.66 µM],nt,-7.5%,-8.5%,29.1,0.4%
CCOc1ccc(Nc2nc(N)nc(CSC(=S)N3CCN(c4ccccc4)CC3)n2)cc1,-5.2%,-4.5%,3.8%,-12.3%,-14.3%,nt,-1.4%,-0.1%,-3.6,-1.0%
CCOC(=O)C1=NNC(C(=O)c2ccc(Cl)cc2)C1c1ccc(OC)cc1 (centres undefined),0.3%,-24.1%,?,1.7%,-13.1%,6.2%,-1.5%,-0.6%,1.8,5.0%
CCc1ccc(CNC(=O)Cc2ccc(NC(=O)C3=C(C)OCCS3)cc2)cc1,10.1%,-6.4%,-6.3%,0.6%,-15.8%,?,-4.7%,-0.3%,-5.2,0.0%
Cc1cc(C(c2ccc(C)o2)c2ccc(C)o2)c(O)c([N+](=O)[O-])c1,-7.3%,-14.9%,2.7%,-8.6%,-38.3%,?,3.7%,-3.5%,-8.4,-5.6%
Cn1c(SCC(=O)c2ccccc2)ncc(C(=O)Nc2ccc(F)cc2)c1=O,-6.8%,47.9%,9.3%,-10.6%,29.8%,nt,nt,-1.7%,5.4,nt
COc1ccc(NC(=O)c2ccc(-c3ccc(-c4noc(C)n4)cc3C)cc2)cc1N1CCN(C)CC1,3.5%,-18.7%,?,2.1%,nt,?,nt,1.8%,-12.3&0.1,?
Cc1ccc(N/N=C(\C#N)C(N)=S)c(C)c1,-1.4%,-0.5%,8.7%,18.5%,-1.1%,?,-17.4%,3.6%,-15.2,7.0%
Cc1nnc2n(Cc3ccccc3)c(=O)c3c4c(sc3n12)CCCC4,nt,nt,-2.3%,-2.4%,nt,-6.3%,-3.0%,nt,-4.3,-2.1%
COC(=O)c1ccc(C)c(NC(=O)CCc2cc(OC)c(OC)c(OC)c2)c1,-20.6%[46.1 µM],1.7%,-4.0%,-3.0%,-18.3%,-1.2%,-0.8%,-3.0%,-1.9,4.2%
CC12CCC(C(=O)C1)C1(C)CCCC(=O)C21 (centres undefined),5.6%,1.3%,nt,nt,4.3%,nt,nt,-1.4%,nt,nt
C#CCOCCOCCOCCNc1nc(N2CCN(C(=O)[C@H]([C@@H](C)CC)n3cc(CCCN=C(N)N)nn3)CC2)nc(N2CCN(C(=O)[C@H](Cc3ccc(O)cc3)n3cc(CCO)nn3)CC2)n1,13.6%,-0.8%,-4.2%,-2.0%,-26.7%,-15.8%,-25.8%,nt,10.4,3.3%
O=C(CN1CCN(Cc2ccccc2Cl)CC1)N/N=C/C=C\c1ccccc1[N+](=O)[O-],-4.1%[46.1 µM],-5.1%,-7.9%,1.7%,-11.0%,-8.3%,?,-6.2%,6.7,-2.3%
CC1(C)NC(=O)N(CCCOc2ccc3c(c2)CCC3)C1=O,-1.9%,0.3%,-1.4%,3.7%,-24.5%,1.9%,-9.1%,-7.0%,0.5,-2.5%
Cc1ccc(CNC(=O)c2ccc3c(=O)[nH]c4c(C(=O)NCC5CCCO5)sc(=S)n4c3c2)cc1 (centres undefined),6.9%,0.3%,2.8%,-0.8%,7.4%,?,4.0%,-2.6%,-35.3,12.8%
COCC(=O)Nc1ccc(S(=O)(=O)Nc2cc(C)nc(C)n2)cc1,-2.5%,-0.1%,0.7%,-1.2%,15.3%,-5.6%,-2.6%,-4.0%,0.2,0.4%
CN(C)C(=O)CSc1nnc(C23CC4CC(CC(C4)C2)C3)o1,nt,-1.2%,2.1%,-2.8%,-13.4%,16.5%,5.9%,-9.2%,-3.5,1.5%
O=C(Nc1ccccc1C(=O)N1CCCCC1)c1ccco1,-10.5%,-0.5%,-4.1%,9.0%,21.0%,-7.3%,-2.1%,1.7%,2.1,-5.5%
Cc1ccc(-n2nnnc2C(=Cc2ccc(N(C)C)cc2)c2nnnn2-c2ccc(C)cc2)cc1,3.2%,-7.9%,2.7%,-0.5%,6.5%,0.4%,-5.9%,?,-9.8,34.3%[activator]
COCCN(CCOC)c1nc(N)c2c(N)nc3c(c2c1C#N)CC(=O)N3Cc1ccc(Cl)cc1,-11.5%[46.1 µM],nt,-3.0%,0.9%,8.0%,-5.0%,13.6%,-7.9%,4.8,13.1%
Cc1ccc(C(=O)NC(=S)NNC(=O)COc2ccc([N+](=O)[O-])cc2)cc1,0.0%,-0.9%,-6.9%,5.7%,-3.8%,?,11.7%,-1.6%,-7.3,7.0%
